# OX1R antag: human HCRTR1 antagonism | actives 0.43% (n = 330,000) | CHO/OX1R cells, Fluo-8 calcium fluorescence, orexin A | inhibition, % at 5 µM | AID 434989;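 active = inhibition above its plate's threshold, mean inhibition of all tested compounds on the plate plus 3 SD, cut at about 37% in these data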;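 note: 0% = orexin A challenge wells and 100% = SB-334867-A antagonist wells; not every result past the cut was called active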
# Target sequence (O43613 whole entry, looked up): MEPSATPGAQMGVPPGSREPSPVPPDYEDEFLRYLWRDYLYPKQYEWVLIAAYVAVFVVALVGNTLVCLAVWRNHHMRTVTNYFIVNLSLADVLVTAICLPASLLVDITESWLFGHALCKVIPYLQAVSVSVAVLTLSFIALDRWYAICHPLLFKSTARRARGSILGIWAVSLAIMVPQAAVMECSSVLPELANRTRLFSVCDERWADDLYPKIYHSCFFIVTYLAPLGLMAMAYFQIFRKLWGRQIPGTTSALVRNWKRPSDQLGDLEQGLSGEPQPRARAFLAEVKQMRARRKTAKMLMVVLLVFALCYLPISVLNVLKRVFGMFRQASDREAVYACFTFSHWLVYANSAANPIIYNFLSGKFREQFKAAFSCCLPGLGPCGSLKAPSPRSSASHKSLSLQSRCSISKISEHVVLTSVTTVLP
# CHT allo act: allosteric activators of human choline transporter CHT; Q9GZV3; CHT-expressing cells, membrane potential dye, choline EC20; hits give high values; LV-AA mutant CHT in HEK293 cells; B-score at 10 µM; actives 0.49% (n = 310,000); AID 488977;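 active = initial fluorescence not abnormally high and integrated response B-score, plate-corrected, over 3 SD above library mean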
# Target sequence (Q9GZV3 whole entry, looked up): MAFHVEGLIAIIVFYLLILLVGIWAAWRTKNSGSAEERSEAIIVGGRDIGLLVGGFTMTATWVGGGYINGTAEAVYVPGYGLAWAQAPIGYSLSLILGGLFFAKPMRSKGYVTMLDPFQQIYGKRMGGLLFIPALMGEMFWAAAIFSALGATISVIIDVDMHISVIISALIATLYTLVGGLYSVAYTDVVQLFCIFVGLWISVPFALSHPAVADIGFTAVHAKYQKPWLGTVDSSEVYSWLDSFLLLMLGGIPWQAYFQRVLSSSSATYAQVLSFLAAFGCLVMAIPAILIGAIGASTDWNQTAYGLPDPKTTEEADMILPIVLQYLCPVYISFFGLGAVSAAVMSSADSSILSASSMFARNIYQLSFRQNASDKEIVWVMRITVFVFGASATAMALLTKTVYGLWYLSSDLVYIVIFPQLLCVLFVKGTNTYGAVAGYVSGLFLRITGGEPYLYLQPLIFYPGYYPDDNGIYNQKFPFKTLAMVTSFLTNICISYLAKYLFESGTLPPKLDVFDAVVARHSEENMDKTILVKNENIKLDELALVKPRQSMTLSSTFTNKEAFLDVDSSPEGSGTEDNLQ
# * = called active by the depositor; i = inactive; . = no result given.
# The opening 3 records, to show the layout:
SMILES,OX1R antag,CHT allo act
O=C(Cn1cnc2ccccc2c1=O)NCCC(=O)Nc1ccc2c(c1)OCCO2,-11.6,i
O=C(Nc1ccc(N2CCCCC2)cc1)c1cncc(Br)c1,-27.5,i
CNC(=O)COC(=O)c1ccccc1Oc1ccccc1,-24.6,i

# The list itself, from the start:
SMILES,OX1R antag,CHT allo act
O=C(Cn1cnc2ccccc2c1=O)NCCC(=O)Nc1ccc2c(c1)OCCO2,-11.6,i
O=C(Nc1ccc(N2CCCCC2)cc1)c1cncc(Br)c1,-27.5,i
CNC(=O)COC(=O)c1ccccc1Oc1ccccc1,-24.6,i
CC1(C)S[C@@H]2C(C(=O)OCc3ccccc3)NC(=O)N2C1C(=O)OCc1ccccc1 (some centres undefined),-21.9,i
CCN1CCN(c2nc(N(C)c3ccccc3)nc(N)c2[N+](=O)[O-])CC1,-15.9,i
Cc1noc(C)c1COC(=O)COc1ccc2c(C)cc(=O)oc2c1,-27.6,i
N#Cc1ccc(NC(=O)c2cccs2)nc1,-0.6,i
COc1ccc(C(=O)NN2CCOCC2)cc1[N+](=O)[O-],-15.7,i
N#CCCN1CCN(S(=O)(=O)c2cc(Cl)ccc2Cl)CC1,-0.8,i
CC(C)Nc1cc(C(F)(F)F)nc(-c2ccccn2)n1,-8.5,i
CN1C(=O)C2(NCCc3c2[nH]c2ccccc32)c2ccccc21 (centres undefined),-13.7,i
O=C(Nc1ccccc1N1CCCCC1)c1cccc(OC(F)F)c1,-54.3,i
CC(=O)Nc1ccc(C2=NN(CC#N)C(=O)SC2)cc1,18.7,i
Cc1ccccc1OCc1nc2ccccc2c(=O)n1/N=C/c1c[nH]c2ccccc12,0.5,i
CCCN(c1ccc(OCC)cc1)c1ncnc2nc[nH]c12,-7.8,i
Cc1ccc(CCNS(=O)(=O)c2cc(Br)cnc2N)cc1,-12.8,i
CC(NC(=O)CCCOc1ccc(Cl)cc1)c1ccccc1 (centres undefined),-22.6,i
CCOc1ccc(Oc2c(/C=N/NC(N)=O)c(C)nn2-c2ccccc2)cc1,-2.8,i
CC(=O)N(C(C)=O)c1ncc2c([nH]c3ccccc32)c1C#N,-6.2,i
Cc1cc(N/N=C/c2ccccc2O)c2ccccc2n1,-24.5,i
Cc1cccc(CN2C[C@]34C=C[C@@H](C[C@@H]3S2(=O)=O)O4)c1,-17.8,i
COc1ccc(C(C)=O)cc1COC(=O)c1cc(C)oc1C,-28.0,i
COc1cc(OC)c2c(-c3ccccc3)cc(=O)oc2c1C(CCN1CCCC(C)C1)c1ccc2c(c1)OCO2 (centres undefined),-8.5,i
CC(=O)Nc1cccc(OCc2ccc(S(=O)(=O)Cc3ccccc3)cc2)c1,-6.8,i
COCCN1C=C2C(=O)C(C)(OC(=O)C3CCCC3)C(=O)C=C2C=C1c1ccsc1 (centres undefined),-14.7,i

# Quoted at random: 2 records from the list, in no set order.
SMILES,OX1R antag,CHT allo act
Cc1noc(C)c1COC(=O)COc1ccc2c(C)cc(=O)oc2c1,-27.6,i
O=C(Cn1cnc2ccccc2c1=O)NCCC(=O)Nc1ccc2c(c1)OCCO2,-11.6,i

# Going on with the list.
SMILES,OX1R antag,CHT allo act
C=CCn1c(=S)[nH]c2sc3c(c2c1=O)CCCC3,-18.8,i
COc1ccc(NS(=O)(=O)c2cc(NC(=O)c3cccs3)ccc2N2CCOCC2)cc1,-11.6,i
CC1(C)Cc2c(sc3c2C(=O)N(c2ccccc2)C2=NCCCN23)CO1,-13.7,i
CCN1C(=O)[C@H]2[C@@H](c3ccc(C)cc3)N3C(=O)N(c4cccc(Cl)c4)C(=O)[C@@]3(CC(C)C)[C@H]2C1=O,-20.3,i
Cc1ccc2nc(-c3ccccc3)c(NC(=O)c3ccco3)n2c1,-26.9,i
O=S(=O)(c1cc(Cl)ccc1Cl)N1CCN(Cc2ccco2)CC1,-27.9,i
CC[C@H](C)[C@@H]1NC(=O)c2cc([N+](=O)[O-])cc(F)c2NCCCC[C@@H](C(N)=O)NC(=O)[C@H](CC(N)=O)NC1=O,-3.5,i
O=C(NC1CCCC1)C(c1cccs1)N(C(=O)c1csnn1)c1ccccc1F (centres undefined),-30.3,i
C#CCOCCOCCOCCNc1nc(N2CCOCC2)nc(N2CCN(C(=O)[C@H](CCC(=O)O)n3cc([C@@H](N)CCCCN)nn3)CC2)n1,2.4,.
CCOc1cc2[nH]c(=S)n(Cc3ccc(C(=O)NCCOC)cc3)c(=O)c2cc1OCC,-25.4,i
CCOc1ccc(NC(c2ccccn2)c2oc(CO)cc(=O)c2O)cc1 (centres undefined),-32.5,i
CCN(C(=O)c1cnc(OC)cc1C(F)(F)F)c1ccc(Cl)cc1,-22.2,i
COc1ccc(-c2oc3c(OC)c(OC)c(OC)c(O)c3c(=O)c2OC)cc1OC,-24.6,i
Cc1ccc(C(=O)Nc2ccc(Nc3ccccc3)cc2)cc1Br,-17.6,i
CCS(=O)(=O)NCCNc1ccc([N+](=O)[O-])cc1,-9.4,i
CC(C)Cc1ccc(S(=O)(=O)N2CCCC2)cc1,-9.9,i
O=S(=O)([N-]c1nc2ccccc2nc1-[n+]1ccc(CCCc2ccccc2)cc1)c1cccs1,-18.1,i
C[C@H]1CN=C(Nc2ccccc2)N1CC1CCCCC1,-6.3,i
O=C(Nc1cccc(F)c1)c1cc(-c2ccco2)nc2ccccc12,-5.8,i
C(#Cc1ccccc1)C[N+]1(CC#Cc2ccccc2)CCCCC1,-8.0,i
Cc1cc(C)cc(NC(=O)CSc2nnc(-c3cc(C)[nH]n3)n2N)c1,-5.8,i
Cc1cccc(-c2nc(CNC(=O)c3ccco3)cs2)c1,-15.1,i
CC/C(=N\NC(=O)CCC(=O)NCc1ccccc1)c1ccc(O)cc1,-8.4,i
CCNc1nc(CC)nc2c1oc1ccccc12,-14.5,i
CSCC[C@H](NC(=O)[C@H](Cc1ccccc1)n1c(=O)[nH]c2ccccc2c1=O)C(=O)N1CCC[C@@H]1C(=O)O,3.6,i

# (listing goes on)
SMILES,OX1R antag,CHT allo act
Cn1c(=O)[nH]c(=O)c2c1nc(CN1CCN(c3ccccc3F)CC1)n2CCc1ccccc1,-31.2,i
COc1ccc(NC(=O)c2cccc(NC3=NC4CS(=O)(=O)CC4S3)c2)cc1Cl (centres undefined),-9.9,i
C(=N\Nc1nc(Nc2ccccc2)nc(N2CCCCC2)n1)/c1ccco1,-37.4,i
CCN(CC)S(=O)(=O)c1cc(NS(=O)(=O)c2cccc(Cl)c2)ccc1C,-12.3,i
COC(=O)C1=C(C(=O)OC)[C@@H]2Nc3ccccc3[C@@]23C[C@@H](C(=O)OC)N(C(=O)COCc2ccccc2)C3=N1,-26.5,i
O=C(CSc1ccc(-c2nc3ccccc3[nH]2)cn1)Nc1ccc(S(=O)(=O)N2CCCC2)cc1,13.7,i
CCOC(=O)CC(=O)CSc1nc2c(sc(=S)n2-c2ccc(OCC)cc2)c(=O)[nH]1,-13.7,i
COc1cccc(C2C(C(=O)c3cccs3)=C(O)C(=O)N2CCN2CCOCC2)c1 (centres undefined),-10.3,i
Cc1occc1C(=O)NNC(=O)Cc1ccccc1,0.3,i
CC1CCN(C(=O)CCCC(=O)N2CCC(C)CC2)CC1,-25.6,i
COc1ccc(NC(=O)[C@@H]2CCCN2C(=O)c2cccs2)cc1S(=O)(=O)N1CCCCC1,-14.4,.
CN(/N=C/c1ccncc1)C1=NS(=O)(=O)c2ccccc21,-7.4,i
COc1ccc(NC(=O)C2CCN(S(=O)(=O)c3cccc4nonc34)CC2)cc1OC,-13.1,i
Cc1nc(Sc2nnnn2-c2ccccc2)c(C#N)c(C)c1C,-9.1,i
CN1CCC(N(C)C(=S)Nc2ccc(F)cc2)CC1,-10.6,i
O=C(Nc1ccccc1-c1ccccc1)c1ccc(NC(=O)c2ccco2)cc1,-28.3,i
CC(=O)Nc1ccc(NC(=O)CN(c2cccc([N+](=O)[O-])c2)S(C)(=O)=O)cc1,-12.8,i
CC1CCCC(NC(=O)COC(=O)c2cc(S(=O)(=O)N3CCCCC3)ccc2N2CCOCC2)C1C (centres undefined),8.0,i
COCc1nnc(NC(=O)c2ccc(OC)cc2OC)s1,5.0,i
CCCCn1nnnc1SCC(=O)N1CCOCC1,-0.8,i
CCC(=O)N1CCc2cc(-c3csc(NC(=O)c4ccco4)n3)ccc21,22.1,i
Cc1c(N=C2SC(CC(=O)Nc3ccccc3)C(=O)N2CCN2CCOCC2)c(=O)n(-c2ccccc2)n1C (centres undefined),-19.8,i
CCCC12C(=O)C(C)(C(c3ccccc3)=C1c1ccccc1)C1C(=O)N(c3ccc(C)cc3)C(=O)C12 (centres undefined),8.9,i
O=C(/C=C1\SC(=O)NC1=O)Nc1ccc(C(=O)O)cc1,-6.3,i
CC(=O)Nc1ccc(C(=O)OCC(=O)Nc2ccc(S(=O)(=O)N3CCOCC3)cc2)cc1,6.0,.

# Next section.
SMILES,OX1R antag,CHT allo act
COc1ccc(CCNS(=O)(=O)c2ccc3[nH]c(=O)[nH]c3c2)cc1,-2.2,.
c1ccc(-n2c(-c3ccco3)nnc2-c2ccco2)cc1,-18.4,i
O=C(CSc1nc2ccccc2s1)c1cc2ccccc2o1,-1.4,i
CCOc1ccccc1CNS(=O)(=O)c1ccc2[nH]c(=O)sc2c1,-5.8,i
CN(c1ccccc1)S(=O)(=O)c1ccc(C(=O)N2CCN(c3ccccc3Cl)CC2)cc1,25.6,.
Cc1ccc(C2=NCCNC2=O)c(C)c1,-5.8,i
O=C(NCc1ccco1)c1ccccc1,0.1,i
O=C1N=C2SCCN2/C1=C\c1ccccc1Cl,-34.3,i
COc1ccc2oc(C(=O)OC(C)C(=O)N3CCC(C)CC3)c(C)c2c1 (centres undefined),-16.2,.
Nc1c(N(Cc2ccccc2)C(=O)CCc2ccccc2)c(=O)[nH]c(=O)n1Cc1ccccc1,-27.9,.
CCOC(=O)C1Nc2ccc(OC(F)(F)F)cc2C2C=CCC12 (centres undefined),-10.9,i
CC(C)(C)OC(=O)N1CCCN(C(=O)Nc2ccccc2)CC1,-1.7,i
C=CCOc1cccc(C(=O)/C=C2/C(=O)Nc3ccccc32)c1,35.4,i
O=C(Nc1ccc2c(c1)OCO2)c1cnn2c1NC(c1ccco1)CC2C(F)(F)F (centres undefined),-18.0,i
COc1cccc(NC(=O)CN2CCN(c3nc(-c4cccc(OC)c4)cs3)CC2)c1,-10.7,i
COc1ccc(/C=C/C(=O)NCCn2c(C)cc3ccccc32)cc1OC,-16.9,i
O=C(CS(=O)CC(=O)N(CC(=O)NC1CCCC1)C1CCCC1)Nc1ccc(F)cc1 (centres undefined),-5.3,i
COc1ccc(C(=O)NC2=Nc3ccccc3N=C(C)C2c2ccccc2)cc1 (centres undefined),-35.4,i
Cc1ccc(S(=O)(=O)N2CCOCC2)cc1C(=O)N1c2ccccc2Sc2ccccc21,-29.8,i
N#Cc1ccccc1NC(=O)COC(=O)c1ccc(S(=O)(=O)N2CCCC2)cc1,-20.8,i
CC(C)(C)c1ccc(Oc2ccc(NC(=O)c3ccco3)cn2)cc1,-20.1,i
Nc1nc(-c2ccccc2)cc(-c2ccccc2)n1,.,i
COc1ccccc1NC(=O)c1cn(C)c(=O)c2cc(OC)c(OC)cc12,-15.2,i
COCCCNc1nc2ccccc2nc1NS(=O)(=O)c1cc(Cl)ccc1Cl,-16.2,i
CC(=O)/C(CN1CCCCC1)=N\O,-10.7,i

# Profiles from above.
# CCOC(=O)CC(=O)CSc1nc2c(sc(=S)n2-c2ccc(OCC)cc2)c(=O)[nH]1 reads OX1R antag: -13.7; CHT allo act: i
# C=CCn1c(=S)[nH]c2sc3c(c2c1=O)CCCC3 reads OX1R antag: -18.8; CHT allo act: i

# (listing goes on)
SMILES,OX1R antag,CHT allo act
CC(C)(C)c1nnc(NC(=O)CCn2cnc3ccccc3c2=O)s1,-7.8,i
CCCC1(C(=O)O)NC(c2ccccc2O)C2C(=O)N(Cc3ccccc3)C(=O)C21 (centres undefined),-7.0,i
CCc1nnc(NC(=O)CN2CCN(c3ccccc3OC)CC2)s1,-3.5,i
NS(=O)(=O)c1ccc(N2CCOCC2)c(C(=O)NCc2cccs2)c1,-10.5,.
C=CCNC(=O)c1cccc(Br)c1,-1.8,i
COc1ccc(-c2sc3ccc(N4CCOCC4)cc3c2C#CC(C)(C)O)cc1,2.4,.
Cc1ccc(-c2cc(C(=O)NCCCn3ccnc3)no2)cc1,-11.3,i
Cc1onc(C(=O)Nc2ccc3c(c2)OCO3)c1[N+](=O)[O-],1.4,i
CCOc1ccc(C(=O)CCC(=O)NCC(=O)OCc2ccccc2)cc1OCC,-25.3,i
CCn1cc(C(=O)NCCCN2CC(C)CC(C)C2)c(=O)c2cc(S(=O)(=O)N(C)C3CCCCC3)ccc21 (centres undefined),-25.7,i
CC1C(=O)N2CCCc3cc(NC(=O)C(=O)NCCc4ccc(F)cc4)cc1c32 (centres undefined),-24.1,i
Cc1ccc(CC2CC(=O)N(c3cc(C)ccc3C)C2=O)cc1 (centres undefined),-31.4,i
CC1CCCN(C(=O)C2CCN(S(=O)(=O)c3ccccc3)CC2)C1 (centres undefined),-8.6,.
CCc1ccc(C2=NNC(=Nc3c(C)n(C)n(-c4ccccc4)c3=O)SC2)cc1,-39.8,i
Cc1cc2cc(CNC(=O)Nc3ccc(Cl)c(Cl)c3)ccc2n1C,-6.2,i
Cc1cc(C)n2nc(S(=O)(=O)NCCc3ccccc3)nc2n1,4.3,i
CC12CC3CC(C)(C1)CC(C(=O)NCc1ccncc1)(C3)C2,-14.4,i
Cc1nccn1CC(O)Cn1c2ccccc2c2ccccc21 (centres undefined),-17.1,i
COc1ccc(C(=O)COC(=O)CCN2C(=O)C3C4CCC(C4)C3C2=O)cc1 (centres undefined),-16.8,i
CCc1nnc(NC(=O)/C=C/c2cccs2)s1,-20.6,i
COc1ccc(-c2cc(C(F)(F)F)nc(SCCC(=O)N3CCOCC3)n2)cc1,-25.0,i

# High-throughput results from PubChem.
